Bioassay records: PubChem BioAssay, National Center for Advancing Translational Sciences (NCATS)
KDM5B inh – inhibitors of human KDM5B histone demethylase | Q9UGL1 | KDM5B demethylase, FDH-coupled NADH fluorescence (FDH is formaldehyde dehydrogenase) | Potency, µM (titrated, usually from 57.7 µM), for the others: top-dose activity change, negative = inhibition, actives largely listed as inhibitors | hit rate 2.6% among 220,000 | AID 1347165; active means well fitted inhibition curve with a large enough effect; inconclusive means small, poorly fitted or top-dose-only effect; inactive means no such curve, though single readings can be large or run the other way; further: 0% is about no effect; nearly all actives have a fitted effect of over 70% in size
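Inhibition is measured as reduced NADH fluorescence generation from FDH coupling to formaldehyde release. Truncated KDM5BΔAP at 200 nM final acts on H3K4me3 peptide (12.5 µM in substrate mix) in pH 7.5 HEPES buffer with Tween-20, 30 min, room temperature.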
* marks the source's active call; other numbers are inactive results; i = inactive; ? = inconclusive; [ ] = another dose, or the depositor's remark. Potency means the concentration at half of the fitted maximal effect.

smiles	KDM5B inh
Cc1ccc(C(=O)Nc2nnc(SCc3cc(=O)c4c(C)ccc(C)c4[nH]3)s2)cc1	-9.5%
Cc1cc(C)cc(OCC(=O)Nc2c(C)ccc3nsnc23)c1	82.5%[activator]
Cn1c(CC(=O)Nc2ccccc2Cl)nnc1SCC(=O)NC1CCCCC1	-2.0%
Clc1ccccc1C1Cn2cnc(-c3nc(-c4ccccn4)no3)c2CO1 (centres undefined)	-8.8%
Nc1nc(CN2CCN(C(=O)c3ccc(OC(F)F)cc3)CC2)nc2ccccc12	-0.1%
O=C(O)[C@@H]1CN(C(=O)N2CCOCC2)C[C@H]1c1ccccn1	-2.6%
CC(C)CCNC(=O)Cn1ccn2nc(-c3ccc(F)cc3)c(CO)c2c1=O	-19.0%
CCOc1cccc(CNC2CCCCC2)c1	9.1%
COc1cccc(-c2noc(CC3CCN(C(=O)c4ccccc4)CC3)n2)c1	20.3%
Cc1ccc(-c2nnc3ccc(NC4CCC4)nn23)nc1	11.2%[115 µM]
COc1ccc(CCNC(=O)CS(=O)(=O)Cc2nc(-c3ccccc3Cl)oc2C)cc1OC	3.4%
COc1cccc(CN2C[C@H]3[C@H](C2)[S+](=O)([O-])C(C)(C)C(=O)N3CCOc2ccccc2)c1	-4.3%
Cc1ccc(C(=O)CC(=O)c2ccc(C)c(C)c2)cc1C	14.6%
Cc1ccc2nsnc2c1S(=O)(=O)Nc1ccccc1C(=O)O	?
Cc1ccc(CCNC(=O)c2cc3sccc3n2Cc2ccc(Cl)cc2)cc1	?
CN1CCc2c([nH]c3ccccc23)C12CCN(C(=O)c1cn(C)cn1)CC2	-23.3%
CCN(CC)c1ccc(NC(=O)C2CCN(c3nnc(-n4cccc4)s3)CC2)c(C)c1	-29.5%
CCCN1C(=O)CC[C@H]2CN(C(=O)Cc3cnc(C)[nH]c3=O)CC[C@H]21	8.4%
Cc1nc(CN2CC3(CCN(C)C3)c3cc(C(=O)NCCc4ccccc4)ccc32)cs1 (centres undefined)	28.2µM*
CCc1ccc(C2CC(=O)Nc3c2c(C)nn3-c2nc(C)cc(C)n2)cc1 (centres undefined)	?
O=C(O)C1=CC(/C=C/c2ccccc2)n2ncc(C(=O)Nc3ccc(F)cc3)c2N1 (centres undefined)	-21.6%
COC(=O)c1cc(C)sc1NC(=O)CC1Sc2ccc(C(F)(F)F)cc2NC1=O (centres undefined)	8.1%
Cc1oc2cc(OCC(=O)Nc3nccs3)ccc2c(=O)c1-c1ccccc1	9.7%
Cc1ccc(N2CCN(C(=O)c3cnn(-c4ccc(F)cc4F)c3C3CCN(C(=O)OC(C)(C)C)CC3)CC2)c(C)c1	-14.2%
C[S+](=O)([O-])NCCn1ccc2cc(OC3CCN(c4ncccn4)CC3)cnc21	?

Reformatted field by field: part of the list above.
Cc1ccc2nsnc2c1S(=O)(=O)Nc1ccccc1C(=O)O
  KDM5B inh: ?
Cc1ccc(CCNC(=O)c2cc3sccc3n2Cc2ccc(Cl)cc2)cc1
  KDM5B inh: ?
CN1CCc2c([nH]c3ccccc23)C12CCN(C(=O)c1cn(C)cn1)CC2
  KDM5B inh: -23.3%
CCN(CC)c1ccc(NC(=O)C2CCN(c3nnc(-n4cccc4)s3)CC2)c(C)c1
  KDM5B inh: -29.5%

The results go on.
smiles	KDM5B inh
CCOc1ccc(C(=O)CCC(=O)NCC(=O)NC2CC2)cc1	-6.8%
O=C(CSc1nnc(C2CC2)n1CC1CCCO1)Nc1cccc(Cl)c1 (centres undefined)	-12.5%
CC(C)Cc1ccc(C(C)NC(=O)C2CC2C)cc1 (centres undefined)	24.8%
Cn1nc(C2CCCN(C(=O)CCc3ccccc3)C2)n(C2CCCC2)c1=O (centres undefined)	-15.1%
Cc1ccc2[nH]c(CCC(=O)N3CC[C@H](CO)[C@H](O)C3)nc2c1C	2.9%
Cn1cc(C(=O)N2CCC(N(C3CCOCC3)S(C)(=O)=O)CC2)cn1	15.7%
CCCOc1ccc(Oc2nc(NCC(C)C)nc(N(C)C)n2)nn1	-13.4%
Cc1c(Cl)c(C(F)(F)F)nn1CC(=O)Nc1ccc(Cl)cc1	7.2%
CCNC(=O)c1ccccc1-c1ccc(S(=O)(=O)N(CC)CC)cc1	0.7%
CC/C(=N\O)c1ccc(O)c(OC)c1	12.8%
Cc1cccc(CC(=O)N2CCCN(S(C)(=O)=O)c3ccccc32)c1	-16.6%
COc1ccc(NS(=O)(=O)c2cc(-c3n[nH]c(=O)c4ccccc34)ccc2C)cc1	1.9%
Cn1cc(CN2CCOc3cc([S+](=O)([O-])Nc4cccnc4)ccc3C2)cn1	-1.6%[86.2 µM]
CCc1cc(C(=O)N2CCN(c3ccccc3)CC2)no1	5.4%[11.5 µM]
Cc1occc1C(=O)N1CCC2(CC1)N=C(CC(C)C)NC2=O	-24.5%
Cc1c(C(=O)N(C)C)sc2c1c(=O)n(-c1ccc(F)cc1)c(=O)n2Cc1cc(=O)n2ccccc2n1	-2.4%
COc1cccc(C(=O)Nc2cccc(OCc3cc(=O)n4cc(C)ccc4n3)c2)c1	-7.2%
COc1ccccc1CNc1cc(C)nc2nc(-c3ccc(C)cc3)nn12	?
CC(C)(C)c1ccc(C(=O)Nc2cccc3ncccc23)cc1	-10.1%
c1ccc2cc(OCCOCCOc3ccc4ccccc4c3)ccc2c1	?
C=CCNC(=O)N1CCN(C(c2ccc(F)cc2)c2ccc(F)cc2)CC1	14.7%
CCc1ccc(C(=O)NCc2ccc(N3CCCN(C)CC3)nc2)o1	3.5%
COc1ccc2nc(NC(=O)c3nc(S(=O)(=O)Cc4ccc(C)cc4)ncc3Cl)sc2c1	-11.1%
c1ccc(CNCc2ccco2)cc1	12.5%
CCOC(=O)COc1ccc2c(=O)c(-c3ccccc3OC)c(C(F)(F)F)oc2c1	-9.9%
CC(C)NC(=O)c1nc(-c2ccccc2)c2ccccn12	i
Cn1cnc2c1c(=O)n(CC(=O)NCc1ccccc1Cl)c(=O)n2C	-5.9%
O=C(CSc1nnc(-c2ccccc2)c(-c2ccccc2)n1)Nc1ccccc1Cl	-27.2%
CC(NC(=O)c1cc2c(=O)n3ccccc3nc2n(C(C)C)c1=N)c1ccccc1 (centres undefined)	?
Cn1c(=O)n(C)c2cc(Sc3ccccc3Cl)c(NC(=O)C(C)(C)C)cc21	15.0%
Cc1ccccc1OCc1nnc(SCc2cc(=O)c3cc(F)ccc3[nH]2)n1C	0.6%
COc1ccc(-c2noc3ncnc(N4CCC(C(=O)NCCN5CCCCC5)CC4)c23)cc1	14.7%
O=C(Cc1ccc(CO)cc1)N1CCOC(C(F)(F)F)C1 (centres undefined)	26.4%
O=C(CSc1nnc2ccc(-c3ccc4c(c3)OCO4)nn12)NCc1ccccc1Cl	-1.2%
CCC(=O)Oc1ccc2c(C)c(Cc3ccccc3)c(=O)oc2c1C	36.9%
Cc1cc(N2CCN(S(=O)(=O)c3ccc(Cl)c(C(F)(F)F)c3)CC2)nc(C(C)C)n1	12.7%
CCOC(=O)C1CCN(Cc2cn3c(-c4ccc(OC)cc4)nnc3s2)CC1	-4.3%
CC(=O)N1CCN(c2nc3c(s2)CC(C(=O)Nc2cc(Cl)ccc2F)CC3)CC1 (centres undefined)	-15.8%
COCCNC(=O)c1ccc2c(c1)N(C)C(CC(=O)N(C)C(C)C)CO2 (centres undefined)	28.2µM*
COc1cccc(CN2C(=O)C3(SCC(=O)N3c3ccc(C(C)C)cc3)c3ccccc32)c1 (centres undefined)	?
Cc1ccc(NC(=O)Cn2c(=O)c(-c3noc(C)n3)c3n(c2=O)CCCC3)cc1	1.4%
O=C(CC(=O)Nc1ccc(F)cc1F)Nc1ccc(F)cc1F	23.0%
Cc1cccc(C(=O)N2CCCOCCNC(=O)[C@@H]3CCCC[C@@H]32)c1	-8.0%
COc1ccc(CC(=O)N(Cc2cccs2)C2CCS(=O)(=O)C2)cc1 (centres undefined)	-17.7%
O=C(CCCn1c(=O)c2sccc2n(Cc2ccc(F)cc2Cl)c1=O)NCc1ccc2c(c1)OCO2	-16.4%
Cc1ccc2nc(NC(=O)c3cc(=O)c4cc(Cl)ccc4o3)sc2c1	-1.6%
Cc1nn(C)c2ncc(C(N)=O)c(Oc3cccnc3)c12	?
COc1ccc(OC)c(NC(=O)CSc2nc3nc(C)c(Cc4ccccc4)c(C)n3n2)c1	-21.0%
COc1ccc(-c2nnc(SCC(=O)c3ccc([N+](=O)[O-])cc3)o2)cc1OC	0.7%
CC(NC(=O)CSc1n[nH]c(-c2ccccc2)n1)c1nc2ccccc2n1C (centres undefined)	-5.8%

Remaining list, next part.
molecule | KDM5B inh
Cc1ccc2c(CC(=O)N3CCN(c4cccc(Cl)c4)CC3)coc2c1 | 16.7%
OC[C@@H]1CNC[C@H]1C1CCN(Cc2ccc(OC(F)(F)F)cc2)CC1 | -13.6%
Cc1ccc(Cc2nc3ccccc3nc2SCC(=O)Nc2ccc3c(c2)OCO3)cc1 | -36.7%
CC1(C)NC(=O)N(CC(=O)N[C@@H]2COCC[C@H]2Oc2ccc(C#N)cc2)C1=O | -19.4%
COC(=O)[C@H](C)NC(=O)Nc1ccc2oc(-c3cccnc3)nc2c1 | ?
CCOc1ccc(CNC(=O)CCCn2nc(C)c3sc4ccccc4c3c2=O)cc1 | ?
COc1cccc(OCC(C)CN2CCC(C(O)(c3ccccc3)c3ccccc3)CC2)c1 (centres undefined) | 10.4%
CC(C)c1cccc(NC(=O)c2ccc(Cn3ccn4nc5c(c4c3=O)CCCC5)cc2)c1 | 22.4µM*
Cc1ccc(S(=O)(=O)N2CCNC(=O)C2)c2cccnc12 | 22.4%
CCOc1cccc(CNC(=O)c2noc(-c3ccc4c(c3)OCO4)n2)c1 | ?
O=C([C@@H]1C[C@H](Oc2cccnc2)CN1C(=O)COc1ccccc1)N1CCCC1 | -27.4%
COc1ccccc1N1CCN(S(=O)(=O)c2cc(C)c(C)cc2OC)CC1 | -12.8%
Cc1ccccc1-c1nc(CNC(=O)NC2CCCCC2)c(C)o1 | -7.1%
COc1ccc(C(=O)Nc2cc3c(cc2C#N)OCO3)cc1S(=O)(=O)N1CCOCC1 | 4.9%
COc1ccccc1NC(=O)C1CCCN(c2nnc(C)c3c(C)n(-c4ccccc4)nc23)C1 (centres undefined) | ?
FC(F)(F)c1ccccc1C(c1ccccc1)N1CCNCC1 (centres undefined) | ?
COc1ccc(C(=O)N[C@@H]2CCC[C@@H]2C(=O)NCc2cc(F)cc(F)c2)cn1 | 20.2%
CCOCCn1c(=O)[nH]c2cc(C(=O)NCc3cc(=O)[nH]c(C)n3)ccc21 | 8.8%
O=C(Nc1ccc(F)c(F)c1)c1cc(S(=O)(=O)N2CCc3ccccc32)ccc1F | -21.1%
Cc1nn(CC(=O)Nc2ccccc2N2CCCCC2)c(=O)c2ccccc12 | 8.9%
CCc1noc(-c2cn(C3CCN(C(=O)c4ccc(F)c(F)c4)C3)nn2)n1 (centres undefined) | -3.2%
O=C(Oc1ccccc1)c1cccnc1Oc1ccccc1 | 9.8%
COc1ccc(Oc2coc3cc(OC(=O)c4ccc5c(c4)OCO5)ccc3c2=O)cc1 | 8.6%
CCCC(C(=O)Nc1nc2ccc(OC)cc2s1)c1ccccc1 (centres undefined) | -5.8%
CC1CCCN(C(=O)c2ccc(CSc3nc4ccncc4n3Cc3ccccc3)cc2)C1 (centres undefined) | -9.6%
Cc1nc(NCc2ccc(C(=O)N3CCCCC3)cc2)cc(C2CC(N)C2)n1 (centres undefined) | 14.5%
CCn1cc(-c2ccc(OC)cc2)cc1C(=O)O | ?
COc1ccc(OCC(=O)O/N=C(\N)c2ccc(OC)cc2)cc1 | -11.0%
Cc1nc2c(c(-c3ccc(O)cc3)n1)CN(Cc1ccc(C(F)(F)F)cc1)CC2 | -1.6%
CCN(CC)Cc1nc(C2(O)CCN(C(=O)c3cccc(F)c3)CC2)cs1 | -4.8%[86.2 µM]
COC(=O)N(C)Cc1ccc(F)cc1 | -13.3%[115 µM]
Cc1ccc(S(=O)(=O)N2CCN=C2SC(C)c2ccccc2)cc1 (centres undefined) | 14.3%
Cc1cc(N2CCN(c3cc(Cl)ccc3C)CC2)n2nc(-c3ccccc3)nc2n1 | -1.8%
Cc1ccc(CNC(=O)c2cnc(N(C)C)nc2)cc1 | -26.2%
Cc1cc(C(=O)N2CC(c3nnc(-c4ccncc4)o3)C3(CCOCC3)C2)n(C)n1 (centres undefined) | 2.7%
COc1ccc(-c2c(C)c3cc(OS(C)(=O)=O)ccc3oc2=O)cc1 | ?
Cc1ccc(C(=O)Nc2c(C(=O)NC(C)(C)C)oc3ccccc23)cc1 | ?
NS(=O)(=O)c1ccc(NC(=O)Nc2ccc(S(N)(=O)=O)cc2)cc1 | 22.2%
Cc1oc(-c2cccs2)nc1CC(=O)N1CCCC1c1ccccc1 (centres undefined) | i
N#Cc1ccc(CN2CCC3(CC2)CC(c2cccnc2)=NO3)cc1 | -16.7%[86.2 µM]
COc1ccccc1-c1cc(Nc2ccc(N3CCOCC3)cc2)c2onc(C)c2n1 | ?
COc1ccc(CNC(=O)[C@@H]2CCC[C@@H](NC(=O)NC3(c4ccccc4)CCOCC3)CN(C)C(=O)C2)cc1 | -21.6%
CC(C)(C(=O)Nc1ccc(F)c(NC(=O)C2CC2)c1)c1ccccc1 | 8.7%
CCN(CC)C(N)=S | 20.2%
O=C(/C=C/c1ccccc1Cl)Nc1nc(-c2cccs2)ns1 | -7.8%
O=C(CC1CCCCC1)N1CCC(c2noc(COc3ccc(F)cc3)n2)CC1 | -15.1%

Some of the compounds tested; the hit share may differ from the screen's.
